# Source: PubChem BioAssay (National Center for Advancing Translational Sciences (NCATS))
# TDP1 block = qHTS Assay for Inhibitors of Tyrosyl-DNA Phosphodiesterase (TDP1); Tyrosyl-DNA phosphodiesterase 1 (Homo sapiens), Q9NUW8; recombinant TDP1, AlphaScreen DNA substrate cleavage; Potency, µM (doses to about 130 µM), inactives show at the top dose activity change, negative = inhibition, usual class: inhibitors; hit rate 0.28% among 350,000; AID 485290, 2010; also: nearly all actives have a fitted effect of over 40% in size
# Target sequence (Q9NUW8 whole entry, looked up): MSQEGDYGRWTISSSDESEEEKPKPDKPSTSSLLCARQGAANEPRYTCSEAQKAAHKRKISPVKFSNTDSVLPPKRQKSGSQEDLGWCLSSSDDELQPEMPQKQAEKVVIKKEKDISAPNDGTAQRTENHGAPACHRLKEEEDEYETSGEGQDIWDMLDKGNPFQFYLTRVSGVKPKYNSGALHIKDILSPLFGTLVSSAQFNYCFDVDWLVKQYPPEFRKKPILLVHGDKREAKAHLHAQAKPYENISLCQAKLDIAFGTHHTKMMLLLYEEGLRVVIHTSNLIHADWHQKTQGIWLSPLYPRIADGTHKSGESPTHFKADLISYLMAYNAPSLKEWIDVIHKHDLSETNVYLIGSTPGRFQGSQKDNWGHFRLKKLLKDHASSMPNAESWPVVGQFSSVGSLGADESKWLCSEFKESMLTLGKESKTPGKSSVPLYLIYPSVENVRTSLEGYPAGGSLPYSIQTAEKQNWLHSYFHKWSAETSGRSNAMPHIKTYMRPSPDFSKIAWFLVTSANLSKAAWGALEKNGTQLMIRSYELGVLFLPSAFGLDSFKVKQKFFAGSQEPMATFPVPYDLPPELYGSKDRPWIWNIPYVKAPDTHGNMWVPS
#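 Enzyme-compound mixtures sat 15 min at room temperature, followed by a 5 min reaction with 15 nM final substrate and 10 min with AlphaScreen beads. Recombinant human Tdp1 was used at 1 nM final.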
# TDP1 cell noCPT = qHTS for Inhibitors of human tyrosyl-DNA phosphodiesterase 1 (TDP1): qHTS in cells in absence of CPT; DT40 Tdp1-/- hTDP1 cells, no CPT, ATP luminescence, 48 h; Potency, µM (doses to about 46.2 µM), without a hit: at the top dose activity change, negative = growth inhibition, hits mostly inhibitors; hit rate 15% among 420,000; also: nearly all actives have a fitted effect of over 55% in size
#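 Luminescent ATP content (CellTiter-Glo) served as the growth readout. Knockout chicken DT40 cells expressing human TDP1 were exposed to compounds without camptothecin for a minimum 48 hr at 37 °C.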
# N370S GC = qHTS Assay for Inhibitors and Activators of N370S glucocerebrosidase as a Potential Chaperone Treatment of Gaucher Disease | Lysosomal acid glucosylceramidase (Homo sapiens), P04062 | N370S GC spleen homogenate, 4MU-glucoside fluorescence | Potency, µM (doses to about 59.4 µM), for inactives: at the highest dose activity change, negative = inhibition, most hits filed as inhibitors | hit rate 0.092% among 330,000 | AID 2101, 2009;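 also: 0% = full enzyme activity and -100% = no enzyme basal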
# * marks the source's active call; other numbers are inactive results; ? = inconclusive; . = not tested or not shown; & = joins results of further samples; [ ] = dose if it differs, or a comment. Calls follow the shape of the dose curve; as a rule, active = well fitted curve in the direction sought with a large enough effect; inconclusive = small, poorly fitted or top-dose-only effect, or another doubt; inactive = no such curve, though single readings can be large; an effect the other way counts as inactive or inconclusive. Unless noted, % is scaled to controls: 0 for no effect and ±100 for the full control effect; potency is read from the fitted curve at half-maximal effect.
# Sequence of screens – TDP1 block	TDP1 cell noCPT	N370S GC
Cc1ccc(N2CC(C(N)=O)CC2=O)cc1C (configuration not stated)
 : 1%	13%	1%
O=C(NCCCn1ccnc1)NC(C(F)(F)F)C(F)(F)F
 : 3%	-1%	-5%
O=C(Cn1cc(C(=O)c2ccco2)c2ccccc21)Nc1ccccc1C(F)(F)F
 : -1%	-22%	.
CC(C)[N+](C)(C)CC#CC(O)(c1ccccc1)c1ccccc1
 : .	3%	4%
CCCCCCCN=C(C)c1ccccc1O
 : 5%	-2%	-4%
O=C(Nc1ccccc1F)NC1CCCc2ccccc21 (configuration not stated)
 : 3%	2%	-9%
Cc1cc(-c2ccc(S(=O)(=O)Nc3cccc(C)c3C)s2)on1
 : 5%	2.6µM*	.
COc1cccc(N2CCN(c3ncnc4c3c(-c3ccccc3)cn4-c3cccc(C(F)(F)F)c3)CC2)c1
 : 13%	?	.
CC(=O)c1ccc2c(c1)Nc1ccccc1S2
 : 7%	?	3%
Nc1c(C(=O)Nc2cccc(F)c2)c2ccccn2c1C(=O)c1ccccc1
 : 0%	-21%	.
COc1ccc(OC)c2c(=O)cc(C(=O)O)[nH]c12
 : .	1%	-10%
CCOC(=O)c1c(C)oc2ccc(OC(=O)c3cccs3)cc12
 : 0%	?	11%
CCCS(=O)(=O)NCCc1csc2nc(-c3ccc(C)cc3)nn12
 : 0%	23µM*	.
CCOC(=O)Cc1csc(SCC(=O)NC2CCCC2)n1
 : -2%	-9%	-2%
CC(C)(C)NC(=O)CN1C(=O)NC(c2ccccc2)(c2ccccc2)C1=O
 : 3%	1%	2%
O=C(COC(=O)C1CC2CCCC(C1)C2=O)c1cccc(Br)c1 (configuration not stated)
 : -3%	?	.
CSc1cccc(NC(=O)Cn2nnc(C(=O)NCCc3ccccc3)c2N)c1
 : -4%	-2%	.
Cc1cc(/C=C2/NC(=O)NC2=O)c(C)n1-c1ccccn1
 : 2%	-10%	-8%
COc1ccccc1N1CCN(C2CCN(C3CCC(c4ccccc4)CC3)CC2)CC1 (configuration not stated)
 : 3%	.	2%
O=C(C[n+]1cc(-c2ccc(F)cc2)n2c1CCC2)Nc1nc(-c2ccccc2)cs1
 : 3%	?	-16%

# Profiles as entered above. Order of values: TDP1 block	TDP1 cell noCPT	N370S GC
# `O=C(Nc1ccccc1F)NC1CCCc2ccccc21` (configuration not stated) across the screens: 3%	2%	-9%
# `CCOC(=O)c1c(C)oc2ccc(OC(=O)c3cccs3)cc12` across the screens: 0%	?	11%
# `CCOC(=O)Cc1csc(SCC(=O)NC2CCCC2)n1` across the screens: -2%	-9%	-2%
# `Cc1cc(-c2ccc(S(=O)(=O)Nc3cccc(C)c3C)s2)on1` across the screens: 5%	2.6µM*	.

# More results follow.
# Sequence of screens – TDP1 block	TDP1 cell noCPT	N370S GC
O=C(OCc1cc(=O)n2nc(-c3cccs3)sc2n1)c1ccccc1Cl
 : -1%	-9%	.
O=C(NNC(=O)c1cccc(S(=O)(=O)N2CCCCC2)c1)c1ccccc1
 : -7%	-3%	.
CN1CCN(c2ccc(NC(=O)Cc3ccccc3)cc2)CC1
 : -2%	-1%	15%
COc1ccc2c(c1)c(C(=O)N/N=C/c1ccccc1Cl)c(C)n2C
 : .	8.2µM*	4%
O=C(CSc1nc2ccsc2c(=O)n1Cc1ccccc1Cl)NCc1ccc(F)cc1
 : 0%	21µM*	.
CCn1nc(NC(=O)Cc2ccc(OC)cc2)c2cc3cc(C)ccc3nc21
 : -1%	?	4%
Cc1ccc(C(=O)Nc2cc(C(F)(F)F)ccc2N2CCCCC2)cc1[N+](=O)[O-]
 : -3%	21µM*	-2%
O=C(Nc1nnc(C2=COCCO2)o1)c1ccc([N+](=O)[O-])s1
 : 5%	?	26%
O=C(COc1ccc(Cl)cc1)Nc1sc2c(c1C(=O)Nc1cccc(Cl)c1)CCCC2
 : 3%[12.3 µM]	7.3µM*	.
COc1ccc(CCC(=O)Nc2ccc(S(=O)(=O)N3CCOCC3)cc2)cc1
 : 4%	-21%	-10%
Clc1ccc(C2=NCCN2)cc1
 : -8%	13%	7%
CCOC(=O)Cn1c(=O)oc2cc(S(=O)(=O)N3CCC(N4CCCCC4)CC3)ccc21
 : 3%	-9%	-15%
COc1cc(CO)c(OC)c([N+](=O)[O-])c1
 : 7%	11%	-26%&1%
O=C(NC(N1CCCC1)C(Cl)(Cl)Cl)c1ccccc1 (configuration not stated)
 : 6%	-10%	4%
COc1ccc(-c2sc(C(=O)c3ccc(Cl)cc3Cl)cc2CC(=O)O)cc1
 : .	?	-7%
O=C1c2ccccc2C(=O)N1CNc1ccccc1
 : 6%	-12%	4%
Cc1ccc(NC2=NCC(=O)N2Cc2ccc3c(c2)OCO3)c(C)c1
 : 6%	?	1%
CCN(CC)CCN(C(=O)CCOc1ccccc1)c1nc2c(F)cc(F)cc2s1
 : -2%	18µM*	-8%
OCC1(CCc2ccccc2)CCN(C/C=C/c2ccccc2)CC1
 : .	-23%	-13%
Cc1nn(CC(=O)OCC(=O)NCCc2ccc(F)cc2)c(C)c1[N+](=O)[O-]
 : 0%	18%	.
COc1ccc2cc(CCN3C(=O)c4ccccc4C3=O)c(=O)[nH]c2c1
 : 1%	-12%	8%
CC(C)COC(=O)c1nnsc1NC(=O)Nc1ccccc1
 : -2%	?	6%
CC(C)Oc1ccc(C(=O)Nc2ccc(Cl)c(S(=O)(=O)Nc3ccc(Cl)cc3)c2)cc1
 : 4%	?	-5%
COc1cc(NC2c3ncccc3C(=O)N2Cc2ccco2)cc(OC)c1 (configuration not stated)
 : -8%	-6%	3%
Cc1ccccc1NC(=O)c1ccc2nc(Cc3ccccc3)oc2c1
 : 2%	?	.
CC(=O)N(C(C)=O)c1cccc2c(N(C(C)=O)C(C)=O)cccc12
 : 5%	-10%	2%
O=C(NCc1ccco1)C1CCN(C(=O)c2ccc(Cl)cc2)CC1
 : 1%	-26%	.
CC(=O)NC1=NN(C(C)=O)C(C)(c2cccnc2)S1 (configuration not stated)
 : 5%	-3%	-1%
COC(=O)C1=CN(Cc2ccc(OC)cc2)C=C(C(=O)OC)C1c1cc(OC)c(OC)c(OC)c1
 : .	?	?
Clc1cccc(Cl)c1NC1=NCCC1
 : 4%	-10%	-3%
CNc1nn(-c2cccc(Cl)c2)nc1N
 : 8%	2.1µM*	1%
CCN(c1ccccc1)S(=O)(=O)c1ccc(Cl)nc1
 : 5%	?	4%
O=C(c1c(F)cccc1F)N1CCN(c2ncc(Br)cn2)CC1
 : .	-27%	-6%
C/C(=N\NC(=O)c1ccccc1)c1ccccc1F
 : 3%	10%	2%
COC(=O)c1ccc(CSc2nc3c(cnn3-c3ccccc3)c(=O)[nH]2)o1
 : -2%	-10%	15%
CC(C)(C)OC(=O)n1cc(/C=N/NC(=O)c2ccco2)c2ccccc21
 : 1%	-17%	-3%
CCc1ccc(NC(=O)Cn2c(=O)n(-c3cc(C)cc(C)c3)c(=O)c3oc4ccccc4c32)cc1
 : 5%	-18%	.
CCC(C)C(=O)Nc1nnc(SCC(=O)NC2CCCCC2)s1 (configuration not stated)
 : .	-11%	-14%
O=C(Cn1c2c(c(=O)n3ncnc13)CCC2)N/N=C/c1cccs1
 : 1%	-14%	-26%
O=C(CN1CCN(S(=O)(=O)N2CCCCC2)CC1)Nc1cc(Cl)ccc1Cl
 : -4%	-46%	-4%

# 3 of these compounds, set out differently:
mol: O=C(Cn1c2c(c(=O)n3ncnc13)CCC2)N/N=C/c1cccs1
  TDP1 block = 1% | TDP1 cell noCPT = -14% | N370S GC = -26%

mol: CC(=O)N(C(C)=O)c1cccc2c(N(C(C)=O)C(C)=O)cccc12
  TDP1 block = 5% | TDP1 cell noCPT = -10% | N370S GC = 2%

mol: CCc1ccc(NC(=O)Cn2c(=O)n(-c3cc(C)cc(C)c3)c(=O)c3oc4ccccc4c32)cc1
  TDP1 block = 5% | TDP1 cell noCPT = -18% | N370S GC = .

# Continued:
Compound	TDP1 block	TDP1 cell noCPT	N370S GC
CC(=O)c1ccc(N2CCN(C(=O)CCS(=O)(=O)c3ccc4c(c3)oc(=O)n4C)CC2)cc1	2%	?	.
CCc1ccc(/C=C2/C(=O)N(CC)C(=S)N2C)s1	5%	-1%	-11%
CCN(CC)C(=O)c1nc[nH]c1C(=O)N(C)Cc1ccccc1	0%	2%	.
COc1cccc(CN2CCNC(=O)C2CC(=O)N(C)CCc2ccccn2)c1 (configuration not stated)	.	5%	-6%
Cc1cc2c(cc(C(=O)NCCCN3CCOCC3)n2Cc2ccc(Cl)cc2)o1	13%	?	?
COc1ccc(OCC2CC3C(CCC(C)C3c3ccc(Br)cc3)C(=O)O2)cc1 (configuration not stated)	6%[21 µM]	.	11%[12.8 µM]
CCC(c1nnnn1CCOC)N1CCN(c2cccc(C(F)(F)F)c2)CC1 (configuration not stated)	0%	?	1%
CC(OC(=O)CCCOc1ccccc1)C(=O)NC(N)=O (configuration not stated)	8%	1%	8%

# Sorted by heavy-atom count (smallest number first): part of the list above
Compound	TDP1 block	TDP1 cell noCPT	N370S GC
CCc1ccc(/C=C2/C(=O)N(CC)C(=S)N2C)s1	5%	-1%	-11%
CC(OC(=O)CCCOc1ccccc1)C(=O)NC(N)=O (configuration not stated)	8%	1%	8%
Cc1cc2c(cc(C(=O)NCCCN3CCOCC3)n2Cc2ccc(Cl)cc2)o1	13%	?	?
CC(=O)c1ccc(N2CCN(C(=O)CCS(=O)(=O)c3ccc4c(c3)oc(=O)n4C)CC2)cc1	2%	?	.

# (cont.)
Compound	TDP1 block	TDP1 cell noCPT	N370S GC
COc1cccc(CNC(=O)Cn2ncn3cccc3c2=O)c1OC	.	-12%	2%
O=CN(/C=C1\Sc2ccccc2C1=O)Cc1ccccc1	-1%	-26%	11%
O=C(CSc1nnc(COc2ccccc2)o1)Nc1nccs1	0%	-20%	-1%
C=CCOc1c(Br)cc(/C=N\n2nnnc2N)cc1OC	3%	-12%	11%
CCOc1ccccc1C(=O)Nc1cccc2ccccc12	-1%	-27%	-5%
[O-][n+]1onc2c1C(N1CCOCC1)CCC2N1CCOCC1 (configuration not stated)	-1%	-7%	-7%
CN(C)CCNC(=O)COc1ccc(C23CC4CC(CC(C4)C2)C3)cc1	3%	21µM*	-22%
COc1ccc(CCNC(=O)c2ccc(-c3ccc([N+](=O)[O-])cc3Cl)o2)cc1	5%	?	-12%
Cc1cc(N2CCN(c3ccccc3)CC2)nc(-n2nc(C)cc2C)n1	4%	5.2µM*	5%
CCN(CC)C(=O)c1ccc(C(=O)c2c(C)cc(C)cc2C)cc1	-2%	21µM*	.
COc1ccc(OC)c(-n2c(-c3cccc(C)c3)n[nH]c2=S)c1	-1%	?	-7%
COc1ccc(S(=O)(=O)NC(CC(=O)N2CCc3ccccc32)c2ccco2)cc1 (configuration not stated)	0%	-49%	-6%
CC(C)C1=CC(=Nc2ccc(S(N)(=O)=O)cc2)C=C(C(C)C)C1=O	.	23µM*	-6%
Cc1cccn2cc(CNC(=O)CC3CCCC3)nc12	2%	-21%	22%
COc1ccc(NC(=O)Nc2cccs2)cc1OC	4%	-17%	-8%
COCCn1c(SCC#N)nnc1-c1ccccc1O	-8%	-15%	3%
COc1ccc(C)cc1NC(=O)C1CCN(S(=O)(=O)c2cccc3cccnc23)CC1	0%	?	3%
Cn1cc(SCC(=O)N2CCCc3ccccc32)c2ccccc21	0%	?	-2%
CCN1C(=O)C(=O)N(CC(=O)c2cc(C)n(C3CC3)c2C)C1=O	5%	-20%	.
CC1(C)O[C@@H]2[C@@H](O1)C(c1ccccc1)(c1ccccc1)OP(=O)(O)OC2(c1ccccc1)c1ccccc1	4%	.	-8%
CCOC(=O)C(Oc1ccc(=O)[nH]n1)C(C)=O (configuration not stated)	-3%	-6%	-10%
C/C=C/Cn1c(SCc2ccccc2)nc2c1c(=O)[nH]c(=O)n2C	1%	?	?
CCN(CC(=O)Nc1c(F)cccc1F)C(=O)C1CC1	1%	-19%	.
CCNC(=S)Nc1cccc(S(=O)(=O)NC2=NCCC2)c1	3%	1%	-5%
CN(C)c1nc(N)c([N+](=O)[O-])c(NCc2ccccc2)n1	3%	-1%	4%
CC(C)CCn1c(=O)c2ccccc2n2c(CCl)nnc12	4%	23µM*	3%
N#Cc1c(N2CCN(C(=O)c3ccco3)CC2)nc(-c2ccccc2)c2c1CCCC2	6%	?	12%
CCc1ccc(-c2csc3ncn(CC(=O)N4CCOCC4)c(=O)c23)cc1	4%	2%	2%
Cc1ccc[n+](CC(=O)c2ccc(Br)cc2)c1	.	17%	-4%

# Only part of the results is shown (hit frequency here may not be typical).
